Compound activity: PubChem, National Center for Advancing Translational Sciences (NCATS)
15-hLO inh = qHTS Assay for Inhibitors of 15-hLO (15-human lipoxygenase). Polyunsaturated fatty acid lipoxygenase ALOX15 (Homo sapiens), P16050. AID 887, 2007. 74,000 compounds, 1.4% hits. Potency, µM (highest dose often 57.1 µM), for the others: top-dose activity change, negative = inhibition, hits mostly inhibitors. purified 15hLO-1, xylenol orange hydroperoxide absorbance; also: potency is read from the fitted curve at half-maximal effect; % is scaled to controls: 0 for no effect and ±100 for the full control effect; nearly all actives have a fitted effect of over 55% in size
Target sequence (P16050 whole entry, looked up): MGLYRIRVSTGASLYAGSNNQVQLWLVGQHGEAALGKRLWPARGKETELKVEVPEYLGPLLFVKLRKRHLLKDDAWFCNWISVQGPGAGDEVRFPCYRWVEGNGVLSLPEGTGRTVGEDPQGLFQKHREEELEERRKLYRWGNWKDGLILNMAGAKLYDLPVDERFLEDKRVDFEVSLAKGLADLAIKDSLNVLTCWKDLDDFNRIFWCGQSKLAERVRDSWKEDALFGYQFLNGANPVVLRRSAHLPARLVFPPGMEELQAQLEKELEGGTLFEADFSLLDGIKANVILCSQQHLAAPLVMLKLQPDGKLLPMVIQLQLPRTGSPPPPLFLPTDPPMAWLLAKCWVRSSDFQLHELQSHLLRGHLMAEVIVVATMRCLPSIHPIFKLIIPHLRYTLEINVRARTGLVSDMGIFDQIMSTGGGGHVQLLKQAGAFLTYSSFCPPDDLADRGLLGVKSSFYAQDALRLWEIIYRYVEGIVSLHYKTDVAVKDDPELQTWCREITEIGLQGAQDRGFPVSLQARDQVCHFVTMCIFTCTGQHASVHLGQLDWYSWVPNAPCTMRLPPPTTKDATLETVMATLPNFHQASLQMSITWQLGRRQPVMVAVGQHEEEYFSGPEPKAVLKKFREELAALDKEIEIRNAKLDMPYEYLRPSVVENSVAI
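40 nM 15hLO-1 + cpd, 15 min RT; start w/ 50 uM AA (final), 6 min RT; stop/detect w/ 200 uM XO + 300 uM Fe(II) in 50 mM H2SO4, 30 min; A573/A405. Buffer 25 mM Hepes pH 7.5, 0.01% Triton X-100. No-enzyme wells as negative control.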
Tau fil binding = qHTS Assay for Tau Filament Binding; Microtubule-associated protein tau (Homo sapiens), P10636; recombinant tau filaments, thioflavin S fluorescence, 15 h; filaments grown with octadecylsulfate alongside compound; Potency, µM (titrated, usually from 57.1 µM), for inactives: top-dose activity change, negative = inhibition; 71,000 compounds, 2% hits; AID 596, 2007;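 also: potency is read from the fitted curve at half-maximal effect; % is scaled to controls: 0 for no effect and ±100 for the full control effect; actives lower thioflavin S fluorescence by blocking filaments or displacing dye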
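ThS-based fibril read: tau 1 uM final, inducer ODS 30 uM final, 37 C for 15 h, ex 450/em 510 nm.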
Hsp90 Hop PPI = qHTS Assay for Disrupters of an Hsp90 Co-Chaperone Interaction | Hsp90 C-terminal peptide / TPR2A (Hop) interaction, human | AlphaScreen TPR2A-His6 binding biotin-Hsp90 C-terminal peptide | Potency, µM (highest dose often 57 µM), for inactives: top-dose activity change, negative = inhibition | 71,000 compounds, 0.44% hits | AID 595, 2007; active = well fitted curve in either direction with a large enough effect; inconclusive = small, poorly fitted or top-dose-only effect, or another doubt; also: potency is read from the fitted curve at half-maximal effect; % is scaled to controls: 0 for no effect and ±100 for the full control effect; many of its hits are not listed in these tables
DNA Pol III inh = qHTS Assay for Inhibitors of DNA Polymerase III Holoenzyme System. 71,000 compounds, 0.25% hits. reconstituted DNA polymerase III holoenzyme replication, biochemical. Potency, µM (highest dose often 57.1 µM), for the others: at the highest dose activity change, negative = inhibition. AID 603, 2007; also: potency is read from the fitted curve at half-maximal effect; % is scaled to controls: 0 for no effect and ±100 for the full control effect
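Reconstituted *E. coli* holoenzyme (0.35 nM Pol III, 1 nM beta, 154 nM SSB, 2 nM primase) was preincubated with compound for 15 min at RT. Synthesis on 1.4 nM ssM13Gori ran 35 min, then was stopped with PicoGreen/EDTA and read as dsDNA fluorescence.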
UbGFP stabilizer = Ubiquitin-GFP Assay | Ubiquitin-GFP reporter cells, proteasome inhibition, GFP fluorescence; response scale: untreated = 0%, 10 µM MG-132 = 100% | 67,000 tested, under 10 active | Potency, µM (series often up to 45.9 µM), for the others: at the top dose activation (GFP accumulation), actives largely listed as activators; active = well fitted activation curve with a large enough effect, not every such curve was filed as active; inconclusive = small, poorly fitted or top-dose-only effect, or another doubt; inactive = no such curve, though single readings can be large or run the other way; also: potency is read from the fitted curve at half-maximal effect
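U2OS Ub(G76V)-GFP reporter; O/N plating, 0.5% FBS; cpd 46 uM–2.9 nM, 4 h, 37 °C; GFP+ cell count, 488/515 nm; norm. to basal vs 10 uM MG-132; CRC fit.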
GFP derepression = qHTS Assay for Epigenetic Modulators. mouse C127i GFP locus derepression, cytometry, 30 h. Potency, µM (doses to about 46.1 µM), without a hit: at the top dose GFP derepression (activation). 68,000 compounds, 0.09% hits. AID 597, 2007; also: % of control where 0% means no effect
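Murine C127i mammary cells carrying a silenced, stably integrated CMV-driven GFP reporter were treated with compound for 30 hours at 37 C. After PBS washes, GFP-positive cells were counted by laser-scanning microplate cytometry.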
HADH2 inhib = qHTS Assay for Inhibitors of HADH2 (Hydroxyacyl-Coenzyme A Dehydrogenase, Type II). Potency, µM (top dose mostly 57.1 µM), for the others: at the highest dose activity change, negative = inhibition, most hits filed as inhibitors. AID 886, 2007. 3-hydroxyacyl-CoA dehydrogenase type-2 (Homo sapiens), Q99714. 73,000 compounds, 3.4% hits. recombinant HADH2, NADH fluorescence, beta-hydroxybutyryl-CoA; also: potency is read from the fitted curve at half-maximal effect; % is scaled to controls: 0 for no effect and ±100 for the full control effect; nearly all actives have a fitted effect of over 60% in size; many of its hits are not listed in these tables
Target sequence (Q99714 whole entry, looked up, one chain of several): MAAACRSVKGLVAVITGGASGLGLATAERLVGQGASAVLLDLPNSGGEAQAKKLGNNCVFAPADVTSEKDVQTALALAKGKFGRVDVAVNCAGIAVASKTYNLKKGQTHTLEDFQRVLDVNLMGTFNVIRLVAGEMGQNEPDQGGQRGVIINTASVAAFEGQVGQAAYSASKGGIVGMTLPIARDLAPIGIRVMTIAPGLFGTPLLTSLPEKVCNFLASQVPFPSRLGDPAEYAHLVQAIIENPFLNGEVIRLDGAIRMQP
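NADH fluorescence (ex 360/em 450 nm) read every 30 s for 4 min; activity taken as last-minus-first time point difference. Enzyme 20 nM, NAD+ 1 mM, beta-hydroxybutyryl-CoA 90 uM, pH 9.0 Tris buffer.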
HBB splice mod = qHTS Assay for Modulators of Hemoglobin Beta Chain Splicing. HBB splicing reporter cell assay, activation; EGFP reporter with mutant IVS2-654 intron; response scale: normalised to 500 nM splice-correcting PNA. Potency, µM (doses to about 46.1 µM), for inactives: top-dose activation, usual class: activators. 65,000 compounds, 0.06% hits. AID 925, 2007; also: potency is read from the fitted curve at half-maximal effect; 0% is about no effect
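HeLa cells stably expressing EGFP interrupted by mutant beta-globin intron 2 (IVS2-654), 500/well in 2% FCS. Treated with compound for 2 days at 37C. Splicing correction scored as total well GFP intensity (488 nm excitation, 500-520 nm emission); 500 nM antisense PNA served as control.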
FLuc inh = qHTS Assay for Inhibitors of Firefly Luciferase. Luciferin 4-monooxygenase (Photinus pyralis), P08659. purified firefly luciferase, luminescence, 8 min. Potency, µM (highest dose often 57.1 µM), for the others: at the top dose activity change, negative = inhibition, hits mostly inhibitors. 72,000 compounds, 2.2% hits; also: potency is read from the fitted curve at half-maximal effect; % is scaled to controls: 0 for no effect and ±100 for the full control effect; nearly all actives have a fitted effect of over 40% in size
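Firefly luciferase (PKLight detection mix) with 10 uM ATP in pH 7.2 imidazole buffer (KCl, MgCl2, Tween 20, BSA). Compounds tested across a concentration series (qHTS). Luminescence read after 8 min at ambient temperature.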
ERK AVP inh = qHTS Assay for Inhibitors of the ERK Signaling Pathway using a Homogeneous Screening Assay | HEK293-V1b, vasopressin-stimulated pERK AlphaScreen | Potency, µM (titrated, usually from 57.5 µM), inactives show top-dose activity, negative = inhibition, most hits filed as inhibitors | 72,000 compounds, 0.99% hits | AID 995, 2007; also: potency is read from the fitted curve at half-maximal effect; % is scaled to controls: 0 for no effect and ±100 for the full control effect; nearly all actives have a fitted effect of over 55% in size
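Overnight-seeded V1b-HEK293 cells in 1% FBS got compound, then vasopressin (25 nM final, 5 min, 37C), then lysis buffer. AlphaScreen detection of phospho-ERK; activity normalized to basal and full-stimulation controls.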
CRE-bla Fsk = Cell signaling CRE-BLA (Fsk stim). CHO CRE-bla reporter (cAMP response element driving beta-lactamase), forskolin EC10, beta-lactamase ratio. Potency, µM (highest dose often 38.2 µM), for the others: at the highest dose activity change, negative = inhibition, most hits filed as activators. 71,000 compounds, 2.5% hits; active = well fitted activation curve with a large enough effect in the signal ratio, with a control signal flat, not every such curve was filed as active; inconclusive = small, poorly fitted or top-dose-only effect, or effect the other way, or a change in a side signal; the % refers to the signal ratio; also: potency is read from the fitted curve at half-maximal effect; % of control where 0% means no effect
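Cells were plated overnight at 37 °C, exposed to compound titrations plus EC10 NKH 477 for 3 h, then given CCF4 dye for 2 h at room temperature. Blue/green (460/530 nm) ratio was converted to %Activity and AC50 values calculated.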
An asterisk follows results filed as active; i = inactive; ? = inconclusive; . = no result given; [ ] = dose if it differs, or a comment. Unless noted, calls follow the shape of the dose curve; as a rule, active = well fitted curve in the direction sought with a large enough effect; inconclusive = small, poorly fitted or top-dose-only effect, or another doubt; inactive = no such curve, though single readings can be large; an effect the other way counts as inactive or inconclusive. An excerpt (hit frequency here may not be typical).

SMILES	15-hLO inh	Tau fil binding	Hsp90 Hop PPI	DNA Pol III inh	UbGFP stabilizer	GFP derepression	HADH2 inhib	HBB splice mod	FLuc inh	ERK AVP inh	CRE-bla Fsk
CCOC(=O)c1oc2c(CN3CCCCC3C)c(O)ccc2c(=O)c1-c1ccc(OC)c(OC)c1 (centres undefined)	0.2%	-8.0%	-5.8%	1.8%	1.2%	8.0%	0.2%	0.9%	1.2%	-21.4%	?
O=C(COc1ncnc2ccc(Br)cc12)Nc1ccc(N2CCOCC2)cc1	-10.0%	-15.5%	-7.7%	-7.5%	-1.1%	0.0%	9.3%	-1.6%[57.5 µM]	-3.4%	0.2%	-3.5%
Cc1cc(-c2ccccc2)nc(N2CCN(c3ccccn3)CC2)n1	-5.7%	11.2%	3.7%	8.1%	7.9%	1.0%	-1.1%	-0.2%[57.5 µM]	1.6%	-0.1%	?
CCOC(=O)c1sc2nc3c(cc2c1N)COC(C)(C)C3	2.8%	-17.6%	14.5%	6.0%	1.5%	3.4%	-0.8%	2.0%	20µM*	8.3%	?
CN1/C(=C\C(=O)C(F)F)C(C)(C)c2ccccc21	-21.8%	-4.0%	11.5%	-6.6%	0.0%	-1.8%	?	-1.0%	-1.0%	22.9%	6.5%
COc1ccccc1C(=O)Nc1cc(-c2nn3c(C)nnc3s2)ccc1C	13.6%	93.2%	-0.8%	-9.4%	4.4%	.	-2.3%	0.6%	0.8%	.	?
CC(=O)Nn1cc2c(=O)n(C)c(=O)n(C)c2c1	12.0%[11.4 µM]	5.4%[11.4 µM]	-1.8%[11 µM]	1.3%[11.4 µM]	13.6%[9.17 µM]	-1.6%	1.6%[11.4 µM]	-1.6%[0.0738 µM]	2.7%	-4.8%	?
COCCCN1C(=O)C(O)=C(C(=O)c2ccco2)C1c1ccccc1 (centres undefined)	35.5%[activator]	3.0%	-0.6%	-3.2%	-2.0%	-1.1%	4.7%	0.2%	-35.9%	3.8%	?
N#Cc1ccccc1CSc1nc(O)cc(=O)[nH]1	10.2%	-2.8%	-4.6%	-4.1%	11.8%	-2.7%	3.4%	-0.2%	0.1%	-8.6%	-8.0%
O=C(NC1CCCc2ccccc21)c1ccc(CNc2c(N3CCOCC3)c(=O)c2=O)cc1 (centres undefined)	-6.3%	-3.0%	-2.0%	0.5%	-8.8%	6.9%	7.7%	-0.2%	0.9%	-10.2%	-17.9%
Cc1nn(Cc2ccccc2Cl)c(C)c1NC(=O)c1noc2c1CCCCC2	-9.8%	10.9%	4.5%	-1.9%	-4.0%	0.0%	1.5%	1.4%	-3.4%	22.8%	?
COC(=O)c1ccccc1NC(=O)N1CCCC1	2.5%	-11.6%	-0.6%	-4.2%	-3.1%	0.0%	?	-1.2%	1.2%	-22.9%	26.5%
CCOC(=O)C(Cc1ccccc1)NC(=O)CCc1c(C)nc2ncnn2c1C (centres undefined)	11.2%	-1.9%	1.5%	1.7%	0.4%	2.3%	0.3%	0.4%	0.7%	17.1%	-8.2%
CN(C)c1ccc(N=Cc2nc(-c3ccccc3)oc2O)cc1	-21.4%	23.7%	-5.0%	13.6%	3.0%	4.8%	-1.5%	?	0.1%	12.6µM*	-12.6%
c1ccc(N2CCN(CCc3nnc4n3CCCCC4)CC2)cc1	6.0%	2.8%	-1.8%	0.5%	3.4%	1.2%	-1.6%	-1.3%	-36.5%	-6.1%	?
COc1ccc(-c2[nH]ncc2-c2ccc(Cl)cc2)c(O)c1	?	-14.0%	-3.8%	-3.1%	2.6%	4.7%	-1.4%	7.0%[0.369 µM]	-1.4%	-20.2%	-7.3%
COCCn1c(=S)[nH]c2cc(C(=O)N3CCc4ccccc43)ccc2c1=O	-4.5%	-16.4%	-4.0%	-2.8%	.	0.0%	-12.9%	1.5%[0.369 µM]	3.9%	?	?
N#Cc1c(N)[nH]c(=S)c(C#N)c1-c1ccccc1	?	0.1%	-5.6%	-4.3%	15.8%	2.2%	?	-0.8%[9.22 µM]	-4.7%	-2.4%	?
COc1ccc(-n2c(=O)c(-c3cc(F)cc(F)c3)nc3cnc(N(C)C)nc32)cc1	-22.9%	0.5%	-1.8%	-7.4%	-1.1%	?	-0.8%	-0.9%	-0.1%[11.4 µM]	-6.2%	?
COc1ccccc1-c1c(C)oc2cc(OC(=O)c3ccco3)ccc2c1=O	-3.3%	-3.1%	-6.5%	-0.8%	-2.3%	0.0%	i	3.6%	-8.7%	4.4%	-14.7%
COC(=O)c1ccccc1NC(=O)CSc1nnnn1-c1ccc(C)cc1C	?	10µM*	-11.6%	-1.7%	1.4%	8.6%	-8.0%	-1.9%	0.2%	-13.0%	?
C[N+](C)(C)c1ccc([C@H](N)C(=O)O)cc1	3.8%[11.4 µM]	6.9%[11.4 µM]	-2.4%[11 µM]	-1.3%[11.4 µM]	-0.3%[9.17 µM]	2.3%[9.22 µM]	-5.8%[11.4 µM]	2.1%[9.22 µM]	0.1%[11.4 µM]	-1.3%[11.5 µM]	6.6%[7.6 µM]
CCOc1nc2ccccc2nc1NS(=O)(=O)c1ccccc1	15.2%	12.1%	0.0%	-9.8%	-0.9%	-2.1%	?	-1.8%	-4.1%	4.5%	-8.8%
N#Cc1ccc(CSc2nnc(-c3cnccn3)o2)cc1	7.3%	-5.6%	0.3%	-8.5%	-1.1%	9.1%	?	0.1%[57.5 µM]	2.4%	-6.6%	11.4%
O=C(CSC1=NCCN1)c1ccccc1	-1.9%[11.4 µM]	10.9%[11.4 µM]	-3.5%[11 µM]	-8.9%[11.4 µM]	7.4%[9.17 µM]	-6.7%[9.22 µM]	4.5%[11.4 µM]	2.6%[9.22 µM]	2.2%[11.4 µM]	0.6%[11.5 µM]	-1.1%[7.6 µM]
CSc1nc(-c2ccccc2)nc(N2CCCC2)c1C(C)=O	-1.2%	-14.0%	10.1%	-3.3%	-1.4%	1.6%	0.9%	-1.3%	1.5%	28.8%	-0.2%
Cc1c(-n2c(CN3C(=O)c4ccccc4C3=O)nc3ccccc3c2=O)c(=O)n(-c2ccccc2)n1C	-1.4%	6.2%	-2.0%	-7.9%	10.1%	1.8%	-1.6%	-1.3%	2.9%	-11.6%	-6.5%
CCOc1cc(C2C(C(=O)OC)=C(C)N=C3SC(C)C(=O)N32)ccc1OC(C)=O (centres undefined)	4.3%	-0.4%	-2.1%	1.3%	5.6%	0.0%	11.5%	-0.4%	0.4%	-3.3%	?
O=C(C1CC(=O)N(c2ccccc2)C1)N1CCN(C2=NS(=O)(=O)c3ccccc32)CC1 (centres undefined)	1.9%	4.1%	-4.0%	-2.5%	-1.8%	0.0%	3.2%	-0.2%	1.2%	5.2%	3.2%
CC#C[C@@]1(O)CC[C@H]2[C@@H]3CCC4=CC(=O)CCC4=C3[C@H](c3ccc(N(C)C)cc3)C[C@]21C	-11.7%[25.6 µM]	-27.7%[25.6 µM]	?	7.8%[25.6 µM]	16.0%[20.5 µM]	-0.7%[20.6 µM]	1.1%[25.6 µM]	-0.5%[20.6 µM]	8.8%[25.5 µM]	-11.7%[25.7 µM]	0.3%[17.1 µM]
O=C(NC1CCCCC1)NC1CCN(S(=O)(=O)Cc2ccccc2)CC1	2.4%	-18.6%	-2.4%	-3.3%	0.0%	0.0%	-2.3%	.	2.0%	25.7%	0.6%
